# Screening results (PubChem BioAssay)
# PLK1 PBD inh: PLK1 (human) polo-box domain binding inhibition. P53350. Plk1 PBD binding of FITC phosphopeptide, fluorescence polarization. Potency, µM, for inactives: max response, negative = inhibition, usual class: inhibitors. 360,000 tested, 2.8% active; further: potency means the concentration at half of the fitted maximal effect; series mostly up to about 57 µM; on the % scale 0 is the no-effect control and ±100 the full control effect; nearly all actives have a fitted effect of over 65% in size
# aSyn yeast inh: inhibitors of alpha-synuclein toxicity in yeast. AID 652106. Yeast expressing alpha-synuclein, growth rescue, BacTiter-Glo, 24 h. Potency, µM (series often up to 46.1 µM), inactives show top-dose growth rescue (activation), actives largely listed as activators. 370,000 tested, 0.14% active; further: potency means the concentration at half of the fitted maximal effect; % of control where 0% means no effect; nearly all actives have a fitted effect of over 65% in size
#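 Galactose-induced alpha-syn yeast (OD600=0.02, raffinose-pregrown) + pinned cpd, 24 hr, 30 deg C; growth by BacTiter-Glo luminescence. Growth restoration scores as activation.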
# PI5P4Ka inh: inhibitors of human PI5P4K alpha. P48426. PI5P4Kalpha enzyme, ADP-Glo luminescence, 60 min; hits give low values. max response, %. 330,000 tested, 1.2% active; active means max response of -50% or lower; inconclusive means between -30% and -50%; inactive means -30% or higher; further: value at the top dose of about 77 µM; on the % scale 0 is the no-effect control and ±100 the full control effect
#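 PI5P4Kalpha ADP-Glo assay; 5 microM ATP final; 60 min RT reaction; HEPES pH 7.4/EGTA/CHAPS, 5% DMSO; controls lacking substrate or enzyme; luminescent end-point.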
# EPAC1 antag: EPAC1 (human) antagonism; EPAC1 GEF assay, Rap1b-BODIPY-GDP exchange fluorescence; Potency, µM (top dose mostly 115 µM), inactives show top-dose activity change, negative = inhibition, hits mostly inhibitors; 360,000 tested, 0.14% active;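 further: potency means the concentration at half of the fitted maximal effect; plate controls were vehicle for no effect and positive control for full effect; nearly all actives have a fitted effect of over 50% in size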
# Abeta rescue: restores growth of yeast expressing A-beta42 peptide. yeast expressing A-beta42, growth rescue, OD600, 48 h; response scale: 0% DMSO, 100% iron-clioquinol control. Potency, µM (titrated, usually from 46.1 µM), for the others: at the highest dose growth rescue, actives largely listed as activators. 410,000 tested, 0.063% active. AID 1347071; further: potency means the concentration at half of the fitted maximal effect; nearly all actives have a fitted effect of over 55% in size
#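 Yeast growth medium received pinned compounds, then yeast cells expressing toxic A-beta were added; plates incubated at 30 C for 48 hr. Growth read as absorbance at 600 nm, normalized to DMSO and equimolar FeCl3 plus clioquinol controls.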
# FUS yeast rescue: FUS proteinopathy suppression in yeast. S. cerevisiae FUS-expressing, growth rescue, OD600, 24 h. Potency, µM (titrated, usually from 76.6 µM), for inactives: at the top dose growth rescue (activation), hits mostly activators. 390,000 tested, 0.24% active. AID 1347120;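 further: potency means the concentration at half of the fitted maximal effect; plate controls were DMSO vehicle for no effect and reference control for full effect; nearly all actives have a fitted effect of over 55% in size; some results filed as inactive show a strong effect at the top dose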
#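 FUS-expressing yeast, raffinose-pregrown, induced in 2% galactose minimal medium at OD 0.005; compounds in a dilution series, 24hr at 30C. Growth restoration read as absorbance at 600 nm. CP55940 positive control, DMSO negative.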
# IL2 activator: activates IL-2 in a cell-based reporter assay; IL-2 activation reporter assay, cell-based qHTS; stimulated with anti-CD3/CD4/CD28 beads; in transgenic mouse T cells; activation, % (series mostly up to about 46 µM); 360,000 tested, 0.065% active; AID 652025; in the data active means activation above about 50%; inconclusive means mostly about 30% to 49%; further: 0% is about no effect
#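 Unstimulated transgenic mouse T cells, 750 per well, received compound and, after 60 minutes, anti-CD3/anti-CD4 bead plus anti-CD28 stimulation. EGFP and DsRed were quantified after 18 hours.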
# EPAC1 agonist: agonists of human EPAC1. Potency, µM (doses to about 154 µM), inactives show top-dose activation, usual class: activators. EPAC1 agonist qHTS, biochemical assay; response scale: 100% = response to 6.5 mM cAMP. AID 720707. 360,000 tested, 0.073% active; further: potency means the concentration at half of the fitted maximal effect; nearly all actives have a fitted effect of over 60% in size
#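 EPAC1 100 nM, Rap1B–BODIPY-GDP 250 nM, unlabeled GDP 50 uM; compound titration; 5 min RT; kinetic read ex480/em540 at 5-min intervals ×30 min; data normalized to 6.5 mM cAMP agonist control.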
# WRN inhibitor: inhibitors of human WRN helicase | 360,000 tested, 0.46% active | WRN helicase unwinding, fluorescent forked duplex, kinetic | Q14191 | Potency, µM (top dose mostly 114 µM), inactives show top-dose activity change, negative = inhibition, most hits filed as inhibitors; further: potency means the concentration at half of the fitted maximal effect; on the % scale 0 is the no-effect control and ±100 the full control effect; nearly all actives have a fitted effect of over 55% in size
#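 WRN at 20 nM final preincubated with compound 15 min at room temperature; reaction started with 100 nM fluorophore/quencher forked duplex oligonucleotide and 2 mM ATP final. Unwinding followed kinetically by red fluorescence (ex 525, em 598 nm).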
# * marks the source's active call; other numbers are inactive results; ? = inconclusive; / = no result given; & = joins results of further samples; [ ] = dose if it differs, or a comment. Unless noted, the call rests on the fitted dose curve; in most records, active means well fitted curve in the direction sought with a large enough effect; inconclusive means small, poorly fitted or top-dose-only effect, or another doubt; inactive means no such curve, though single readings can be large; an effect the other way counts as inactive or inconclusive. No enrichment for hits; overall some 4.1% were active at least once.
# The first two entries, ahead of the listing:
[1] CCOC(=O)CSc1nnc(NC(=O)CN2CCN(C=O)CC2)s1
[2] CN(C)CCN(C(=O)CCc1ccccc1)c1nc2c(F)cc(F)cc2s1
screen / no.,1,2
PLK1 PBD inh,8.8%,-2.4%
aSyn yeast inh,2.4%,7.3%
PI5P4Ka inh,-0.9,-2.8
EPAC1 antag,-9.1%,-22.4%
Abeta rescue,5.9%,8.6%
FUS yeast rescue,5.3%,3.2%
IL2 activator,-0.7,-0.8
EPAC1 agonist,13.5%,-8.9%
WRN inhibitor,1.0%,-5.8%

# This part in full, repeating the preview:
[1] CCOC(=O)CSc1nnc(NC(=O)CN2CCN(C=O)CC2)s1
[2] CN(C)CCN(C(=O)CCc1ccccc1)c1nc2c(F)cc(F)cc2s1
[3] Cc1cc(C(=O)OCC(N)=O)c(C)n1-c1ccccc1
[4] Cc1cc(NCCCN)nc(-c2ccccc2O)n1
[5] CCSc1nc2ccccc2n1C(=O)Oc1ccccc1
[6] CCCC(=O)C1=C(N2CCCC2)CC(C)(C)C(C(=O)OC)C1=O (configuration not stated)
[7] Cc1ccc(C2=NOC(c3nnc(-c4ccccc4)o3)C2)cc1 (configuration not stated)
[8] CN(Cc1cccs1)C(=O)Cn1cnc2cc([N+](=O)[O-])ccc2c1=O
screen / no.,1,2,3,4,5,6,7,8
PLK1 PBD inh,8.8%,-2.4%,23.8µM*,-8.5%,-6.1%,0.8%,2.9%,-12.1%
aSyn yeast inh,2.4%,7.3%,-0.5%,-19.1%,-3.8%,2.6%,8.0%,1.5%
PI5P4Ka inh,-0.9,-2.8,-12.9,18.3,10.5,-3.4,2.0,0.3
EPAC1 antag,-9.1%,-22.4%,-3.8%,-3.1%,-20.1%,6.8%,-4.2%,-8.7%
Abeta rescue,5.9%,8.6%,37.7%,1.0%,5.9%,-10.1%,1.0%,22.4%
FUS yeast rescue,5.3%,3.2%,-17.8%,19.2%,5.4%,-6.0%,14.6%,-24.4%
IL2 activator,-0.7,-0.8,-0.5,-0.2,0.5,-1.8,1.0,1.3
EPAC1 agonist,13.5%,-8.9%,2.6%,20.1%,9.1%,5.4%,7.6%,7.7%
WRN inhibitor,1.0%,-5.8%,10.7%,-15.9%,6.4%,-10.3%,-3.2%,5.3%

[9] CC(=O)N/C(=C\c1ccc(F)cc1)C(=O)NC(Cc1c[nH]c2ccccc12)C(=O)O (configuration not stated)
[10] Cc1c(C(=O)O)sc2nc3n(c(=O)c12)CCC3
[11] COC(=O)c1ccc(S(=O)(=O)N2CCCN(Cc3ccc(F)cc3)CC2)n1C
[12] COc1cccc(C(=O)Nc2nnc(-c3ccc(OC)cc3OC)s2)c1
[13] Cc1nn(CC(=O)N(C)C2(C#N)CCCCC2)c(C)c1[N+](=O)[O-]
[14] COc1ccccc1N(C(=O)CNC(=O)c1ccco1)C(C(=O)NC1CCCC1)c1ccncc1 (configuration not stated)
[15] N=C1C(c2nc3ccccc3s2)=C(O)CN1c1ccccc1
[16] CCN(CC(=O)Nc1c(F)cccc1F)C(=O)c1ccc(=O)[nH]c1
screen / no.,9,10,11,12,13,14,15,16
PLK1 PBD inh,-0.3%,-22.7%,-5.1%,1.5%,-6.4%,-2.3%,-4.0%,-4.5%
aSyn yeast inh,4.0%,-4.5%,0.9%,3.0%,5.5%,-3.8%,2.0%,-0.9%
PI5P4Ka inh,-5.0,?,3.6,2.8,-1.4,-0.7,0.4,-3.7
EPAC1 antag,3.3%,-13.1%,-19.4%,9.6%,-9.1%,5.8%,-18.2%,-5.6%
Abeta rescue,-2.6%,-12.3%,9.2%,1.0%,6.8%,4.6%,4.7%,7.0%
FUS yeast rescue,10.0%,31.0%,-15.0%,-2.8%,-6.8%,6.6%,-2.7%,-4.2%
IL2 activator,2.3,-0.8,0.4,0.8,0.3,-3.0,0.6,-0.5
EPAC1 agonist,-2.6%,-1.4%,6.2%,3.9%,8.2%,-5.4%,1.6%,2.5%
WRN inhibitor,-1.9%,-30.5%,1.8%,-7.1%,-6.4%,4.8%,4.1%,-5.5%

[17] Cc1nn(C)c(C(=O)N/N=C/c2ccncc2)c1Cl
[18] COC(=O)Cc1[nH]nc2c1C(c1cccc(OC)c1OC)C(C#N)=C(N)O2 (configuration not stated)
[19] CC(=O)c1c(C)[nH]c(C(=O)Nc2ccccc2N2CCOCC2)c1C
[20] CC1CCCCC1NC(=O)c1cc(=O)[nH]c2ccccc12 (configuration not stated)
[21] CC(C)c1ccc(NC(=O)Cn2nnc(C(=O)NCc3ccco3)c2N)cc1
[22] CC(C)C(=O)Nc1ccc(NC(=O)c2ccccc2Cl)nc1
[23] Cc1nc(C)c(-c2ccc(SCc3ccc([N+](=O)[O-])cc3)nn2)s1
[24] COc1ccccc1OCCCCN1CCN(C(c2ccccc2)c2ccccc2)CC1
screen / no.,17,18,19,20,21,22,23,24
PLK1 PBD inh,5.9%,-10.3%,-13.4%,-3.1%,-17.1%,-3.7%,?,-9.5%
aSyn yeast inh,-0.5%,6.1%,-2.4%,5.4%,-1.3%,0.5%,-0.2%,0.6%
PI5P4Ka inh,-7.2,-4.6,0.2,-2.0,-3.0,-1.0,3.8,4.1
EPAC1 antag,-4.7%,-2.6%,2.1%,-25.0%,-7.4%,15.6%,-15.4%,-18.5%
Abeta rescue,0.3%,5.5%,-53.7%[inhibitor],6.1%,?,8.4%,-12.8%,10.6%
FUS yeast rescue,14.5%,-4.2%,11.5%,0.9%,-1.8%,9.4%,6.7%,21.3%
IL2 activator,0.0,-0.9,-0.2,-4.7,-1.9,-2.9,-3.1,-3.9
EPAC1 agonist,-2.3%,9.1%,-8.6%,9.9%,-1.2%,-4.2%,-5.5%,-2.2%
WRN inhibitor,1.3%,-8.6%,0.3%,-12.1%,-3.9%,4.0%,-14.9%,-10.6%

[25] O=C(CSc1ncnc2ccccc12)NCc1ccc2c(c1)OCO2
[26] COc1ccccc1C(=O)Nc1ccccc1C(=O)N1C(C)CCCC1C (configuration not stated)
[27] Cc1ccc(NC(=O)CCOc2ccccc2C)cc1C
[28] COc1ccc(CN(C)C[C@@H]2OCc3cnnn3CCCC(=O)N([C@@H](C)CO)C[C@H]2C)cc1
[29] Cc1ccc(CNC(=O)Cn2cccc2C(=O)c2ccccc2)cc1
[30] CSc1nc2cc(S(=O)(=O)N3CCCCC3)ccc2s1
[31] CCCCCN(C(=O)CCC(=O)OCCOc1ccccc1Cl)c1c(N)n(CCCC)c(=O)[nH]c1=O
[32] CCCCc1nc(SCC(=O)N2CCCC2)c2c(=O)n(C)c(=O)n(C)c2n1
screen / no.,25,26,27,28,29,30,31,32
PLK1 PBD inh,-2.2%,-5.3%,2.0%,-17.7%,2.4%,-6.4%,-9.7%,-14.1%
aSyn yeast inh,3.4%,-3.6%,23.6%,-2.6%,1.7%,0.6%,-2.5%,13.0%
PI5P4Ka inh,2.6,0.7,11.1,2.4,-0.6,-8.2,11.8,-1.1
EPAC1 antag,-16.2%,-0.8%,-28.1%,-5.6%,-1.1%,-1.3%,-20.3%,12.1%
Abeta rescue,-6.4%,11.6%,9.8%,-17.6%,24.0%,1.2%,2.9%,-12.5%
FUS yeast rescue,4.7%,14.2%,20.1%,-27.8%,22.5%,21.4%,?,10.8%
IL2 activator,3.6,-2.9,2.6,-1.7,-2.1,-0.7,0.0,-3.7
EPAC1 agonist,-12.4%,-9.1%,9.3%,-9.4%,-1.4%,13.1%,-25.9%,5.5%
WRN inhibitor,-2.3%,3.6%,-6.3%,-5.4%,2.1%,4.9%,-31.1%,4.3%

[33] Cc1nn(Cc2ccc(Cl)cc2)c(C)c1NC(=O)c1c(-c2ccccc2)noc1C
[34] COc1ccc(C)cc1NC(=O)CN1CCN(CC(=O)Nc2ccccc2F)CC1
[35] CN(Cc1cccc2cnccc12)C(=O)c1cc(COc2ccc(F)cc2Cl)on1
[36] Cc1cccc(NS(=O)(=O)c2ccc3c(c2)NC(=O)CC(=O)N3)c1
[37] Cc1ccc(-c2nc3sc4c(c3c(=O)n2N)CCCC4)cc1
[38] CCN(CC(=O)NCc1cccs1)C(=O)CCCOc1ccccc1
[39] Cc1cccc(C)c1-n1nnnc1C1(C)CCC(=O)N1C1CC1 (configuration not stated)
[40] COc1ccc(CNC(=O)C2CCCN2C(=O)NC2CCCCC2)cc1 (configuration not stated)
[41] COc1ccc2nc3ccccc3[n+]([O-])c2c1
[42] COc1cccc(CCc2nnc(CCC(=O)NCCc3cccc(C)n3)o2)c1
screen / no.,33,34,35,36,37,38,39,40,41,42
PLK1 PBD inh,-6.7%,0.0%,-7.1%,-24.5%,-3.2%,-5.5%,-3.2%,-12.0%,11.9µM*,-20.2%
aSyn yeast inh,-11.8%,-2.9%,16.5%,21.5%,11.8%,-3.5%[1.84 µM],2.7%,-4.1%,8.4%,-5.4%
PI5P4Ka inh,2.6,1.4,-0.8,2.5,/,3.8,-1.4,/,1.1,1.9
EPAC1 antag,8.4%,-14.3%,-15.8%,?,-12.8%,12.2%,24.0%,4.3%,32.7%[activator],1.9%
Abeta rescue,-0.2%,-2.3%[9.22 µM],-0.5%,4.5%,-16.5%,-8.2%,-5.8%,-11.4%,-19.7%,-8.0%
FUS yeast rescue,36.2%,-24.0%&6.8%,14.1%,-0.3%,10.3%,25.6%,-9.9%,32.0%,20.3%,6.2%
IL2 activator,-1.5,-2.7,-5.6,-0.1,-0.1,2.1,0.4,-1.0,0.1,0.1
EPAC1 agonist,14.9%,-12.0%,-2.6%,3.0%,12.8%,-7.1%,5.0%,7.7%,?,15.3%
WRN inhibitor,7.3%,-20.1%,1.2%,1.2%,-18.6%,2.6%,-3.7%,1.5%,-9.3%,1.8%

# Values by screen from the entries so far:
# Entries 33 to 42 in aSyn yeast inh: -11.8%, -2.9%, 16.5%, 21.5%, 11.8%, -3.5%[1.84 µM], 2.7%, -4.1%, 8.4%, -5.4%
# Entries 33 to 42 in FUS yeast rescue: 36.2%, -24.0%&6.8%, 14.1%, -0.3%, 10.3%, 25.6%, -9.9%, 32.0%, 20.3%, 6.2%
